Jurkat NFkB inh – inhibitors of induced NF-kB luciferase reporter, primary screen, TCR NF-kB activation inhibitor project, cell-based, luminescence, uHTS; Jurkat, PMA/ionomycin-induced NF-kB luciferase reporter; inhibition, % at 4 µM; 330,000 tested, 0.53% active; AID 435003, 2010; in the data active means inhibition above about 50%
Gli-Sufu block – Gli-Sufu pathway antagonists, primary screen, luciferase luminescence, Sufu-KO-LIGHT cells, uHTS. Sufu-KO-LIGHT fibroblasts, Gli luciferase reporter luminescence. inhibition, % at 5 µM. 340,000 tested, 0.74% active;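 active means inhibition above about 55%, limit read from the data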;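 further: 0% = DMSO-treated cells and 100% = wells with medium but no cells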
CCR6 antag – CCR6 receptor antagonists, primary screen, cell-based, CHO-K1, luminescence, beta-arrestin, uHTS | CHO-K1 CCR6 PathHunter beta-arrestin, CCL20-stimulated | inhibition, % at 20 µM | 340,000 tested, 0.49% active | C-C chemokine receptor type 6 (Homo sapiens), P51684;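 active means compounds whose inhibition of the agonist-driven luminescence signal at 20 µM reaches about 50%, limit read from the data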;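 further: cells stimulated with CCL20 at 14 nM final; plate controls were DMSO with CCL20 for no effect and DMSO without agonist for full effect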
697 NFkB inh – inhibitors of PMA/ionomycin-induced NF-kB reporter, 697 cells, primary screen, B-cell NF-kB inhibitor project, cell-based, luminescence, uHTS; 697 B-cell NF-kB luciferase reporter, 16 h; inhibition, % at 4 µM; 330,000 tested, 0.33% active; AID 435022, 2010; in the data active means inhibition above about 35%
CXCR6 inh – CXCR6 receptor inhibitors, primary screen, cell-based, beta-arrestin, luminescence, CHO-K1 PathHunter, 1536-well; C-X-C chemokine receptor type 6 (Homo sapiens), O00574; inhibition, % at 20 µM; 360,000 tested, 0.36% active; AID 602244, 2012; in the data active means inhibition above about 34%, passing the limit was not always enough;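 further: antagonist mode with CXCL16 agonist at 10 nM final; 0% = 10 nM CXCL16 with DMSO and 100% = unstimulated wells without agonist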
APJ antag – antagonists of human apelin receptor APJ, primary screen, CHO-K1 cells, beta-arrestin complementation, luminescence; P35414; inhibition, % at 20 µM; 330,000 tested, 0.32% active; AID 2521, 2010;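 active means inhibition above about 40% at 20 µM, limit read from the data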;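 further: cells challenged with 10 nM apelin-13 agonist together with compound; plate controls were apelin-13 plus DMSO wells for no effect and DMSO wells lacking apelin-13 for full effect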
Target sequence (P35414 whole entry, looked up): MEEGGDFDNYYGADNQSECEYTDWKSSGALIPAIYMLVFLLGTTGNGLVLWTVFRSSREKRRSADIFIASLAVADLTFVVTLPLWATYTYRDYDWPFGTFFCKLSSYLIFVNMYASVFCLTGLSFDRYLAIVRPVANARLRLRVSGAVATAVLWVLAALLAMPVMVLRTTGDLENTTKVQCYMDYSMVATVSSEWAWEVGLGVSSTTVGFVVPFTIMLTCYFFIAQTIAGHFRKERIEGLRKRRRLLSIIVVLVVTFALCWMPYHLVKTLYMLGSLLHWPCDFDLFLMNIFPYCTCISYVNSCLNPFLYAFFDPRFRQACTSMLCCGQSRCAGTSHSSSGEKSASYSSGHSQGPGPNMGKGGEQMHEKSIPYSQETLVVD
UBC13 polyUb – UBC13 polyubiquitin chain formation inhibitors, primary screen, biochemical, TR-FRET, uHTS; Ubiquitin-conjugating enzyme E2 N (Homo sapiens), P61088; inhibition, % at 20 µM; 330,000 tested, 0.47% active; in the data active means inhibition above about 45%, passing the limit was not always enough
Target sequence (P61088 whole entry, looked up): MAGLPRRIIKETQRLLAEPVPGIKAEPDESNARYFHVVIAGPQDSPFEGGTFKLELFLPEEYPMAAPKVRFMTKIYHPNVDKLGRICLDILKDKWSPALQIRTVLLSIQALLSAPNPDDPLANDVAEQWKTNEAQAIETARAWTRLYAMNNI
EBI2 antag – EBI2 receptor antagonists, beta-arrestin recruitment, primary screen, cell-based, luminescence, 7a,25-OHC stimulation, uHTS; G-protein coupled receptor 183 (Homo sapiens), P32249; 7a,25-OHC stimulated; inhibition, % at 5 µM; 360,000 tested, 0.81% active; AID 651636, 2012; in the data active means inhibition above about 38%;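 further: enzyme fragment complementation signal reports receptor beta-arrestin coupling in cells; 0% = agonist plus DMSO wells and 100% = wells without agonist; some results beyond the cut were filed as inactive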
Target sequence (P32249 whole entry, looked up, the tested form may be a part): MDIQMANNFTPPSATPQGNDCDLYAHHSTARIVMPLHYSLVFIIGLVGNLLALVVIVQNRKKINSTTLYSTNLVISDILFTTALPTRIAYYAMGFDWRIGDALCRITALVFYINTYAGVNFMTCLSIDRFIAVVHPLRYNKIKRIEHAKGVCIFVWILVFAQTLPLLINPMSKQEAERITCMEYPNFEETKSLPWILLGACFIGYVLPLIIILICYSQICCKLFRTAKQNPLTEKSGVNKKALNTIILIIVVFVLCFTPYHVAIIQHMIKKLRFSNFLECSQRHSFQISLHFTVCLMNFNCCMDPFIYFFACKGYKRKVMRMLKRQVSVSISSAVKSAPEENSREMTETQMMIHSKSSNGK
* marks the source's active call; other numbers are inactive results; x = not tested or not shown.

Values run as follows: Jurkat NFkB inh	Gli-Sufu block	CCR6 antag	697 NFkB inh	CXCR6 inh	APJ antag	UBC13 polyUb	EBI2 antag
- COc1ccc(C2=NN(C(=O)CCC(=O)O)C(c3cccs3)C2)cc1OC (stereo unspecified)
    -10	-2	4	5	-3	0	7	-10
- CCOc1ccccc1NC(=S)NCc1ccccc1
    -1	6	9	9	4	18	2	7
- Cc1ccc(NC(=O)COC(=O)CNC(=O)c2ccc(Cl)cc2Cl)cc1S(=O)(=O)N1CCOCC1
    1	-6	16	8	-3	-8	2	1
- COc1ccc(C(=O)OCC(=O)Nc2sccc2C(N)=O)cc1OC
    -5	-8	-12	-18	-5	-5	22	2
- Nc1nc(-c2ccc(Cl)cc2)nn1C(=O)c1cccnc1
    -5	0	-1	-5	-4	-18	3	-5
- CCN(C(=O)COC(=O)CSc1ccc([N+](=O)[O-])cc1)C1CCS(=O)(=O)C1 (stereo unspecified)
    -12	10	-26	16	-8	12	0	5
- O=C1NC(=O)/C(=C/c2ccco2)N1
    2	16	2	14	5	8	-16	4
- O=C(COc1ccc(Cl)cc1)N1CCN(c2cccc(C(F)(F)F)c2)CC1
    0	0	22	-7	1	11	2	85*
- Fc1ccc(/C=C/c2nnc(-c3cccs3)o2)cc1
    -122	-98	7	-149	0	8	-12	-18
- CC(=O)Nc1ccc(S(=O)(=O)N2CCC(C(=O)N[C@@H](C)C(=O)NC3CCCC3)CC2)cc1
    8	-31	-1	0	0	0	-4	4
- O=c1[nH]c(SCc2nc3ccccc3n2Cc2ccccc2)nc2ccccc12
    3	-11	-21	-7	8	6	6	-1
- Cc1ccc(S(=O)(=O)N2CC=C(C(=O)NCCC(C)C)CC2)cc1
    18	3	9	18	-4	-13	6	13
- Cc1cc(Br)ccc1NC(=O)CSCc1c(C)noc1C
    6	0	11	18	1	-5	14	-3
- O=C(Cc1cccc(NC(=O)C2CCCN(C(=O)CCc3ccccc3)C2)c1)Nc1ccc(C(=O)N2CCCCC2)cc1 (stereo unspecified)
    x	8	10	x	4	x	x	-4
- COC(=O)c1ccc(Cn2cnc3c(cnn3-c3ccc(Cl)cc3)c2=O)o1
    5	-7	10	9	1	14	-6	4
- CN(C(=O)COc1ccc(-c2nnco2)cc1)C1CCS(=O)(=O)C1 (stereo unspecified)
    -13	-14	7	-4	4	16	-8	-2
- COC/C=C/C1=CC2=CC(=O)C(C)(OC(=O)c3cccs3)C(=O)C2=CO1 (stereo unspecified)
    16	x	x	24	x	2	-24	x
- CC(=O)c1ccc(NC(=O)/C(=C\c2ccc(F)cc2)NC(=O)c2ccco2)cc1
    16	-17	12	-5	2	4	-1	5
- N#C/C=C1\Sc2ccccc2C(=O)N1CC(=O)N1CCN(S(=O)(=O)c2ccccc2)CC1
    -29	-11	12	-43	8	-3	0	9
- CCCCNC(=O)CCn1nc(-c2ccccc2)c2ccccc2c1=O
    8	6	6	-9	3	2	3	10
- COCCNc1nc(N)c([N+](=O)[O-])c(Nc2ccc(F)cc2)n1
    10	0	3	2	-8	14	-1	-5
- Cc1ccc(NC(=O)CC2S/C(=N/N=C/c3ccco3)NC2=O)cc1Cl (stereo unspecified)
    -1	-12	-1	1	-4	16	-18	-5
- CSc1ccc(/C=C/C(=O)NC23CC4CC(CC(C4)C2)C3)cc1
    -75	-15	11	-32	-11	4	8	19
- COc1ccc(C(=O)CCN2CCCCCC2)cc1
    4	26	12	2	-4	-10	-7	-2
- CCOc1ccc2nc(NC(=S)NCc3ccccc3)sc2c1
    -32	-5	30	-18	27	6	22	16
- CCOc1ccc(CNC(=O)C2CCCN(S(=O)(=O)N3CC(C)CC(C)C3)C2)cc1OC (stereo unspecified)
    -1	-1	10	-7	2	16	-1	5
- CCc1nnc(NS(=O)(=O)c2ccc(NC(=S)NC(=O)/C=C/c3ccc(OC)cc3)cc2)s1
    5	-4	21	-4	19	8	-30	4
- c1ccc(-n2nnnc2SCc2cn3cccnc3n2)cc1
    -4	-1	-5	2	-10	-6	12	-13
- O=S(OCCN1CCOCC1)C(c1ccccc1)c1ccccc1 (stereo unspecified)
    x	1	7	x	2	x	x	-1
- COc1ccc(C2OCC3(CO2)SC(=O)NC3=O)cc1OC (stereo unspecified)
    -15	2	3	-2	-12	6	2	9
- CCC1S/C(=C(\C#N)C(=O)NCc2ccco2)N(c2ccc(Br)cc2)C1=O (stereo unspecified)
    10	2	-17	-7	2	-5	1	8
- c1ccc2sc(NC3=NCN(CC4CCCO4)CN3)nc2c1 (stereo unspecified)
    -33	-18	7	8	-4	-6	-3	4
- CCc1cc2c(-c3ccccc3)cc(=O)oc2c(CN2CCOCC2)c1O
    15	8	15	-1	16	26	8	12
- O=C([C@H](Cc1ccccc1)NS(=O)(=O)c1ccc(Cl)cc1)N1CC[C@@]2(O)CCCC[C@H]2C1
    -11	-8	3	10	-5	-6	5	-8
- CN(Cc1cn(-c2ccccc2)nc1-c1ccc(Cl)cc1)C(=O)CCC(=O)O
    -5	7	9	1	-8	-3	0	-18
- C=CCN1C(=O)N/C(=C/c2ccc(C)o2)C1=O
    -2	3	16	3	13	10	-5	0
- CS(=O)(=O)c1cnc(-c2ccccc2)nc1Oc1ccc(Cl)cc1
    -5	-12	20	6	8	6	1	6
- CC(C)(C)c1ccc(OCCCN2CCCC2)cc1
    4	57*	8	2	4	15	0	-10
- COC(=O)c1ccc(C(=O)OC)c(NC(=O)N2c3ccccc3Sc3ccccc32)c1
    -3	15	-6	3	5	1	12	39
- CCOCC(O)CNc1ccccc1 (stereo unspecified)
    2	-8	10	9	-12	-17	-13	-9

Single records, as listed above.
CCOc1ccc2nc(NC(=S)NCc3ccccc3)sc2c1 across the screens: Jurkat NFkB inh: -32; Gli-Sufu block: -5; CCR6 antag: 30; 697 NFkB inh: -18; CXCR6 inh: 27; APJ antag: 6; UBC13 polyUb: 22; EBI2 antag: 16
COCCNc1nc(N)c([N+](=O)[O-])c(Nc2ccc(F)cc2)n1 across the screens: Jurkat NFkB inh: 10; Gli-Sufu block: 0; CCR6 antag: 3; 697 NFkB inh: 2; CXCR6 inh: -8; APJ antag: 14; UBC13 polyUb: -1; EBI2 antag: -5
CSc1ccc(/C=C/C(=O)NC23CC4CC(CC(C4)C2)C3)cc1 across the screens: Jurkat NFkB inh: -75; Gli-Sufu block: -15; CCR6 antag: 11; 697 NFkB inh: -32; CXCR6 inh: -11; APJ antag: 4; UBC13 polyUb: 8; EBI2 antag: 19

New compounds follow
Values run as follows: Jurkat NFkB inh	Gli-Sufu block	CCR6 antag	697 NFkB inh	CXCR6 inh	APJ antag	UBC13 polyUb	EBI2 antag
- C=CCNC(=O)N1CCC(n2nccc2NC(=O)CCCc2ccccc2)CC1
    -7	-3	0	-16	-2	-5	-4	-13
- O=C(CCCCn1c(=O)[nH]c2ccccc2c1=O)N1CCN(c2ncccn2)CC1
    7	1	-7	9	-2	20	-8	7
- CC1CC(C)CN(CCCNC(=O)CCC(=O)N2CCOc3ccccc32)C1 (stereo unspecified)
    1	-6	9	-5	-1	8	8	-6
- COc1ccccc1C(=O)COC(=O)c1c(-c2ccccc2)noc1C
    -1	11	23	5	3	1	4	-2
- COc1ccc(OC)c(C2C(C(=O)c3ccc(C)o3)=C(O)C(=O)N2CCCN2CCOCC2)c1 (stereo unspecified)
    -7	7	-29	1	-5	2	-6	-1
- Cc1cccnc1Sc1c([N+](=O)[O-])ncn1C
    2	-3	10	8	-6	16	-7	-18
- CCOC(=O)C1(Cc2cccc(OC)c2)CCN(Cc2ccccc2OC)CC1
    6	29	9	-7	4	-4	1	9
- COc1ccc(NC(=O)CSc2nnc(NC(=O)C3CCC3)s2)c(OC)c1
    8	-21	-7	10	6	1	1	-4
- CCOc1cc(C(=O)NC(C)COC)cc(OCC)c1OCC (stereo unspecified)
    1	11	10	25	5	7	8	-6
- CC(C)(C)SC(=O)CC1NS(=O)(=O)OC2CCCCC12 (stereo unspecified)
    -7	-10	-2	4	-4	-1	-8	-6
- Cc1ccc(C)c(OCCC(=O)NNC(=O)c2ccccc2F)c1
    10	-14	3	2	-6	22	-1	5
- COc1cccc(CNc2nnnn2C)c1
    9	7	7	8	0	11	-5	-27
- CCc1ccc(C2=Nn3c(nnc3-c3cccs3)SC2)cc1
    -9	9	24	5	5	5	-2	-3
- COc1cccc(N2C(=O)CC(Nc3ccc(N4CCOCC4)cc3)C2=O)c1 (stereo unspecified)
    16	-3	1	18	6	6	-1	1
- Cc1ccc(C)c(C(C)NC(=O)C2CC=CCC2C(=O)O)c1 (stereo unspecified)
    3	3	-2	9	0	6	1	-17
- O=C1CSC(=S)N1
    8	-4	15	3	2	12	-4	-5
- O=C(NCc1ccco1)c1ccc(COc2ccccc2[N+](=O)[O-])o1
    15	1	17	0	-2	20	9	-6
- COc1cccc(CN2CCN(C(=O)c3cccs3)CC2)c1OC
    -8	8	-11	-13	1	-5	-1	-6
- Cc1ccc(Nc2nc(=O)c3cccnc3s2)c(Br)c1
    8	-2	8	-283	-7	-14	-11	-5
- CC#CCCCC(=O)Nc1cc(OC)nc(OC)n1
    -20	-2	-9	10	-12	-8	-6	-9

Reformatted tab-delimited: entries from further up
SMILES	Jurkat NFkB inh	Gli-Sufu block	CCR6 antag	697 NFkB inh	CXCR6 inh	APJ antag	UBC13 polyUb	EBI2 antag
CCOc1cc(C(=O)NC(C)COC)cc(OCC)c1OCC (stereo unspecified)	1	11	10	25	5	7	8	-6
CC(C)(C)SC(=O)CC1NS(=O)(=O)OC2CCCCC12 (stereo unspecified)	-7	-10	-2	4	-4	-1	-8	-6
Cc1ccc(C)c(OCCC(=O)NNC(=O)c2ccccc2F)c1	10	-14	3	2	-6	22	-1	5
COc1cccc(CNc2nnnn2C)c1	9	7	7	8	0	11	-5	-27
CCc1ccc(C2=Nn3c(nnc3-c3cccs3)SC2)cc1	-9	9	24	5	5	5	-2	-3
COc1cccc(N2C(=O)CC(Nc3ccc(N4CCOCC4)cc3)C2=O)c1 (stereo unspecified)	16	-3	1	18	6	6	-1	1
Cc1ccc(C)c(C(C)NC(=O)C2CC=CCC2C(=O)O)c1 (stereo unspecified)	3	3	-2	9	0	6	1	-17

Continuation:
Values run as follows: Jurkat NFkB inh	Gli-Sufu block	CCR6 antag	697 NFkB inh	CXCR6 inh	APJ antag	UBC13 polyUb	EBI2 antag
- CC1=C(C(=O)OCc2ccccc2)C(c2ccccc2Br)NC(=O)N1 (stereo unspecified)
    4	-28	-7	-31	-2	-8	-5	-5
- COC(=O)c1c(/N=C/NOCc2ccc(Cl)cc2)sc2c1CCN(c1ncc(C(F)(F)F)cc1Cl)C2
    8	2	10	12	13	10	-3	4
- CC(C)C[C@H](NC(=O)c1[nH]cnc1C(=O)N[C@@H](C)c1ccccc1)C(=O)OCc1ccccc1
    -7	3	7	-23	13	20	-38	8
- CCN(c1ccc(OC)cc1)S(=O)(=O)c1ccc(-c2ccc(=O)[nH]n2)o1
    -1	-12	12	-6	2	-12	2	8
- O=C(O)CCc1nn2c3ccccc3n(CC(=O)O)c2nc1=O
    8	-2	19	11	-6	13	6	6

High-throughput results deposited in PubChem by Sanford-Burnham Center for Chemical Genomics.
